Compound activity as filed in PubChem BioAssay.
mcGAS lum: blocks mouse cGAS activity; 160,000 compounds, 0.15% hits; inhibition, % at 12.5 µM; recombinant cGAS, Kinase-Glo ATP depletion luminescence;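 note: 0% = negative control wells and 100% = reference inhibitor with no enzyme activity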
NPYLR7 ag: activates Aedes aegypti NPYLR7 receptor; HEK293T NPYLR7/Galpha15, GCaMP6s calcium fluorescence; activation, % at 10 µM; 270,000 compounds, 0.15% hits; in the data active = activation above about 40%;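 note: 0% = vehicle and 100% = reference agonist at the receptor; some compounds past the cut are filed as inactive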
hcGAS lum: inhibitors of human cGAS; recombinant h-cGAS, ATP depletion, Kinase-Glo luminescence; inhibition, % at 12.5 µM; 290,000 compounds, 0.081% hits;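 note: 0% = vehicle reaction and 100% = reaction without DNA for no activity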
Target sequence (Q8N884 whole entry, looked up): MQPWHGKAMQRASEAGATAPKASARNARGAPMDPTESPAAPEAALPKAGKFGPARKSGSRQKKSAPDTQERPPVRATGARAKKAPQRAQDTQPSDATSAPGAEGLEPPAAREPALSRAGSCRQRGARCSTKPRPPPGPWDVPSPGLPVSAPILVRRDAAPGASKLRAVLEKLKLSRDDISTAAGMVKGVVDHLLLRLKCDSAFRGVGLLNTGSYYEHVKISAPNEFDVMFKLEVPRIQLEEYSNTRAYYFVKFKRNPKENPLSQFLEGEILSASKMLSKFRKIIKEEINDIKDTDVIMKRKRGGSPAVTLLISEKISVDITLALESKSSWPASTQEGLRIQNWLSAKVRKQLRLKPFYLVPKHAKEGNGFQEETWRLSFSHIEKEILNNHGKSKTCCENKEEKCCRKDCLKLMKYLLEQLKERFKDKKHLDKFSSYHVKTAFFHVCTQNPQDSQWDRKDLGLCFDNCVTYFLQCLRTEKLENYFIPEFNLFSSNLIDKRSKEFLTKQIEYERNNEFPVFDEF
Numbers without * were called inactive; x = no result given; & = joins results of further samples. Cut-off read from the data, not from the text of the source, unless noted: active = inhibition above about 40%; inactive = the rest.

1. Cc1cccc(N(CCC(N)=O)C(=O)c2nc(Cl)ccc2Cl)c1
2. O=c1cc(COc2ccc(F)c(Cl)c2)nc2ccc(Br)cn12
3. CN1CCc2c(sc(NC(=O)c3cc4cc([N+](=O)[O-])ccc4s3)c2C(N)=O)C1
4. O=C(c1ccc(F)cc1)N(Cc1ccco1)Cc1c(-c2ccccc2)noc1N1CCCCC1
5. O=C1c2ccccc2C(=O)N1CN1CCCCC1
6. CCN(CC)CCCC(C)NC(=O)c1cc(-c2ccccc2F)n2nc(C(C)(C)C)cc2n1 (stereo not drawn)
compound no.	1	2	3	4	5	6
mcGAS lum	x	x	0	-4	x	-7
NPYLR7 ag	1	9	-4	6	-1	2
hcGAS lum	-8	-8	2	0	-6	-4

7. Cc1nc(Nc2ccc(NC(=O)Nc3ccc4c(c3)OCCO4)cc2)cc(-n2ccnc2)n1
8. CCc1cc(N2CCN(C(=O)c3ccccc3C(F)(F)F)CC2)n2ncnc2n1
9. Cn1c(SCC(=O)c2c(N)n(C3CC3)c(=O)[nH]c2=O)nnc1-c1ccco1
10. O=C(O)CCCc1ccc(Br)s1
11. CCc1nc2c(OCCOC)cccn2c1N(C)C(=O)C1CC1
12. CCOC(=O)/C(=C/c1cc2ccccc2n1C(C)=O)[N+](=O)[O-]
compound no.	7	8	9	10	11	12
mcGAS lum	x	-9	x	x	-5	x
NPYLR7 ag	5	3	6	20	0	3
hcGAS lum	10	-7	-6	74*	-4	-7

13. COc1ccc(CNC(=O)c2ccc3nc(C)c(N(C)C=O)n3c2)cc1
14. COc1cc(C=C2C(=O)NC(=S)NC2=O)ccc1OCCOc1ccc(C)cc1
15. Cc1ccccc1CN1C(=O)C(C)ON=C1c1ncccc1C (stereo not drawn)
16. COc1ccc(OCC(O)Cn2c(NCc3ccc(C)cc3)nc3c2c(=O)n(C)c(=O)n3C)cc1 (stereo not drawn)
17. CC(=O)Nc1ccc(S(=O)(=O)N2CCN(c3nccc(-c4ccc5c(c4)OCO5)n3)CC2)cc1Cl
18. O=C(Nc1ccccn1)N(Cc1ccc(Cl)c(Cl)c1)C1CC1
compound no.	13	14	15	16	17	18
mcGAS lum	-1	-3	x	x	-6	x
NPYLR7 ag	21	-7	-6	9	-6	6
hcGAS lum	-3	-4	4	2	-6	-6

19. COc1c(F)cccc1C(=O)N(C)CC1CCCCO1 (stereo not drawn)
20. CNc1nn(CC(=O)Nc2cc(C)ccc2OC)c(N)c1-c1nc(-c2ccccc2C)no1
21. O=C(Oc1ccc(N(C(=O)c2ccncc2)S(=O)(=O)c2ccc(F)cc2)cc1)c1ccncc1
22. CCCNC(=O)c1ccc(N2CCNC(C(=O)O)C2)nc1 (stereo not drawn)
23. CC(C)(CN1CCOCC1)CN1CCCC(CCN)C1 (stereo not drawn)
24. O=C(c1cccc(Br)c1)N1CCCC(OCc2cccc(Cl)c2)C1 (stereo not drawn)
compound no.	19	20	21	22	23	24
mcGAS lum	x	-6	x	x	-12	-4
NPYLR7 ag	0	x	0	1	-1	-3
hcGAS lum	-6	-3	-3	-5	-9	-6

25. CCOC(=O)C1(Cc2cccc(Cl)c2)CCCN(C(=O)CCc2ccccn2)C1 (stereo not drawn)
26. C[C@H]1CC[C@@H]2N(C1)C[C@H]1[C@@H]3C[C@H]4[C@@H](C/C(=N/O)[C@H]5C[C@@H](O)CC[C@@]54C)[C@@H]3CC[C@H]1[C@]2(C)O
27. Cc1noc(C)c1CC(C)NC(=O)Nc1ccc(Cl)c(F)c1 (stereo not drawn)
28. Cc1cccnc1CN1CCN(C(=O)c2ccc(=O)[nH]c2)CC1
29. CC(C)c1ccc2c(c1)C(N1CCN(C)CC1)=Cc1cccnc1S2
30. Cc1ccsc1CCNC(=O)C(C)(C)NC(=O)c1cccs1
compound no.	25	26	27	28	29	30
mcGAS lum	x	-7	x	x	x	-16
NPYLR7 ag	4&8	0	7	10	-5	11
hcGAS lum	-10&-2	2	-13	-7	-6	-4

31. CC(C)CCNC(=O)Cc1csc2nc(-c3cccs3)cn12
32. CC(C)(C)c1ccc(OCc2nn3c(C(F)(F)F)nnc3s2)cc1
33. CNS(=O)(=O)c1ccc(Nc2cc(C)nc3cc(C(F)(F)F)ccc23)cc1
34. O=C(NCCc1csc2nc(-c3ccc(Cl)cc3)nn12)c1cccc(F)c1
35. N[C@@H](Cn1ccc(=O)c(O)c1)C(=O)O
36. COc1cccc(C(=O)N2CCN(c3nc(CCC(C)C)nc4c3cnn4-c3cccc(Cl)c3)CC2)c1
compound no.	31	32	33	34	35	36
mcGAS lum	8	-2	-8	-9	x	7
NPYLR7 ag	5	-2	7	6	-4	2
hcGAS lum	-3	2	-7	-5	-5	0

37. Cc1cc(NC(=O)c2ccc(S(=O)(=O)N(C)C3CCCCC3)cc2)n(C(C)C)n1
38. CC(Sc1nc2ccccc2c(=O)n1CCc1ccc(S(N)(=O)=O)cc1)c1ccccc1 (stereo not drawn)
39. Cc1cc(C)nc(NS(=O)(=O)c2ccc(N=Cc3c(O)ccc4ccccc34)cc2)n1
40. CC(C)[C@@H]1CC[C@@H](C)C[C@H]1OCC(=O)N1CCN(Cc2cc(=O)c(OCc3ccccc3Cl)co2)CC1
41. Fc1ccc(Cc2nc(CSc3c(F)c(F)cc(F)c3F)cs2)c(Cl)c1
42. CCOC(=O)c1ccc(NC(=O)CCN2C(=O)c3ccccc3C2=O)cc1
compound no.	37	38	39	40	41	42
mcGAS lum	-8	-8	-8	-6	-5	-3
NPYLR7 ag	x	2	-13	2	3	3
hcGAS lum	-9	-6	-5	-2	-4	-4

43. Cc1nc2c(c(N[C@H]3CCC[C@H]3Cc3ccc(F)cc3)n1)CNC2
44. CON1C(=O)c2ccccc2NC12CCN(C(=O)C1CC(=O)OC1(C)C)CC2 (stereo not drawn)
45. N#Cc1ccc(F)c(CNC(=O)N2CCC(n3ccnc3)CC2)c1
46. Cc1cccc(NC(=O)c2cc([N+](=O)[O-])[nH]n2)c1C
47. COc1ccc(-c2ccc(N3CCN(C(=O)c4ccc(C)c(C)c4)CC3)nn2)cc1OC
48. Oc1c(N=Nc2cccc3ccccc23)cc2c3c1CCCN3CCC2
compound no.	43	44	45	46	47	48
mcGAS lum	-9	x	-4	-2	-10	x
NPYLR7 ag	-3	0	-2	-1	x	2
hcGAS lum	-4	-12	-3	-5	-3	-21

49. CC1(C(=O)NS(=O)(=O)c2ccccc2)CCN1C(=O)Cc1cc(F)ccc1F (stereo not drawn)
50. COc1cc2c(cc1OC)C(CNS(=O)(=O)c1ccc(Cl)cc1)N(C(=O)NC(C)(C)C)CC2 (stereo not drawn)
51. COc1ccc(OC)c(C2SCCN2C(=O)Nc2ccccc2C(F)(F)F)c1 (stereo not drawn)
52. CCC(=O)Nc1cccc(OCC(=O)N2[C@@H]3CC[C@H]2CNC(=O)C3)c1
53. CCCNC(=O)c1c(C)c(CC)c(C)n1Cc1cccc(C(F)(F)F)c1
54. CS(=O)(=O)c1ccc(C(=O)Nc2ccc(Cl)c(-c3ccccn3)c2)c(Cl)c1
compound no.	49	50	51	52	53	54
mcGAS lum	x	-5	-2	x	-9	-10
NPYLR7 ag	6	30	-8	2	x	-12
hcGAS lum	-5	-8	0	8	-5	-5

55. Cc1ccc(N(CC(=O)N2CCOCC2)S(=O)(=O)c2ccc(F)cc2)cc1
56. OCC1CCN(Cc2ccc3n2CCN=C3CCc2ccncc2)CC1
57. Cc1occc1C(=O)NCCC(=O)N(C)c1ccccc1
58. Cc1ccc2oc(C(=O)N3CCN(C4CCS(=O)(=O)C4)CC3)cc(=O)c2c1 (stereo not drawn)
59. COc1ccnc(CN2CCC(=O)N(CC3CC3)C(C(C)C)C2)c1OC (stereo not drawn)
60. Cc1cccc(-c2cccc(NC(=O)C3CCCN3C(=O)C3CCOCC3)c2)c1 (stereo not drawn)
compound no.	55	56	57	58	59	60
mcGAS lum	-9	x	-4	-6	-10	x
NPYLR7 ag	-3	11	6	0	-1	14
hcGAS lum	-3	2	-7	0	-5	-9

61. COC(=O)c1ccc(COC(CN2CCN(S(=O)(=O)c3ccccc3C#N)CC2)c2cccc(OC)c2)cc1 (stereo not drawn)
62. CCC(O)c1nc2ccccc2n1CCOc1cccc(OC)c1 (stereo not drawn)
63. CCOCCOc1nc(-c2ccc(C)cc2)n(-c2ccc(NC(=O)c3ccccc3Br)cc2)n1
64. O=C(Nc1ccc2c(c1)OCO2)c1ccc(-n2[nH]c(=O)[nH]c2=O)cc1
65. CCc1cccc2c(C(CC(=O)NCCCN3CCOCC3)c3cccc4c3OCO4)c[nH]c12 (stereo not drawn)
66. CCc1nc2n(n1)C(=O)C(C(c1ccco1)N1CCN(c3ccc(F)cc3)CC1)S2 (stereo not drawn)
compound no.	61	62	63	64	65	66
mcGAS lum	-5	x	-8	-15	-4	-7
NPYLR7 ag	x	4	37	16	0	-6
hcGAS lum	-3	-3	-2	-9	-3	-8

67. CN(Cc1nc(Cc2ccccc2F)no1)Cc1cccc2ncccc12
68. Cc1c(C(=O)N2CCN(C(=O)Cc3cccs3)CC2)cc(-c2ccccc2)n1-c1ccccc1Cl
69. CCn1c(=O)c(/C=C/c2ccc3ccccc3c2)nc2cc(C(=O)O)ccc21
70. COc1ccc(S(N)(=O)=O)cc1N(C)S(C)(=O)=O
71. COCCN(CC(N)=O)Cc1csc2c(F)cccc12
72. CC12CC(NC(=O)N1c1ccccc1)c1ccccc1O2 (stereo not drawn)
compound no.	67	68	69	70	71	72
mcGAS lum	-3	3	-16	x	x	-8
NPYLR7 ag	-3	x	0	12	2	-4
hcGAS lum	-6	-1	0	-5	-6	-12

73. CSCCn1c(=NC(=O)c2ccnn2C)sc2cc(C)ccc21
74. CC(C)c1ccc(CN2CCC(CNC(=O)C3(N)CCC3)C2)cc1 (stereo not drawn)
75. CN(CCOc1ccc(F)cc1)c1ccncc1Cl
76. CCOc1ccc(Oc2ccc(NC(C)=O)cc2)cc1
77. Cc1ccc(NC(=O)c2cccc(C#N)c2)c(Br)c1
78. Cc1nc(C#N)c(N2CCN(C(=O)Cn3cc(C(F)(F)F)ccc3=O)CC2)o1
compound no.	73	74	75	76	77	78
mcGAS lum	-6	-20	x	x	x	-15
NPYLR7 ag	x	2	10	2	6	2
hcGAS lum	-8	-8	-14	-9	-10	-5

An excerpt from above, showing only hcGAS lum and NPYLR7 ag.
no. | Compound | hcGAS lum | NPYLR7 ag
18 | O=C(Nc1ccccn1)N(Cc1ccc(Cl)c(Cl)c1)C1CC1 | -6 | 6
19 | COc1c(F)cccc1C(=O)N(C)CC1CCCCO1 (stereo not drawn) | -6 | 0

(next part)
79. Cc1nc(SCC(=O)NC(C)(C)C)n(C2CCCCC2)c1C
80. COC(=O)c1ccc2c(c1)CC(CNC(=O)c1ccccc1C(F)(F)F)O2 (stereo not drawn)
81. Cc1cccc(Cn2c(=O)c(C(=O)NCCN3CCOCC3)nn(-c3ccc(F)cc3)c2=O)c1
82. O=C(NC(C(=O)NCc1ccco1)C1CCN(S(=O)(=O)c2ccc(Cl)cc2)CC1)c1ccc(F)cc1 (stereo not drawn)
83. COc1cc(Cn2nc(-c3ccc(F)cc3)c3sc(N4CCCC4)nc3c2=O)cc(OC)c1
84. Cc1ncc(CNC(=O)N(C)Cc2ccc(S(C)=O)cc2)s1 (stereo not drawn)
85. COC(=O)c1ccccc1C(=O)N1CCCC(N2CCN(c3ccc(F)cc3)CC2)C1 (stereo not drawn)
86. Fc1cccc(Oc2cc(C(F)(F)F)nc(SCc3c(F)cccc3F)n2)c1
compound no.	79	80	81	82	83	84	85	86
mcGAS lum	x	-12	-4	-4	-7	x	-10	-5
NPYLR7 ag	3	2	13	-2	0	1	6&5	1
hcGAS lum	3	-5	-9	-5	-4	-2	1&-6	-6

Reprinted: entries 77–86
77. Cc1ccc(NC(=O)c2cccc(C#N)c2)c(Br)c1
78. Cc1nc(C#N)c(N2CCN(C(=O)Cn3cc(C(F)(F)F)ccc3=O)CC2)o1
79. Cc1nc(SCC(=O)NC(C)(C)C)n(C2CCCCC2)c1C
80. COC(=O)c1ccc2c(c1)CC(CNC(=O)c1ccccc1C(F)(F)F)O2 (stereo not drawn)
81. Cc1cccc(Cn2c(=O)c(C(=O)NCCN3CCOCC3)nn(-c3ccc(F)cc3)c2=O)c1
82. O=C(NC(C(=O)NCc1ccco1)C1CCN(S(=O)(=O)c2ccc(Cl)cc2)CC1)c1ccc(F)cc1 (stereo not drawn)
83. COc1cc(Cn2nc(-c3ccc(F)cc3)c3sc(N4CCCC4)nc3c2=O)cc(OC)c1
84. Cc1ncc(CNC(=O)N(C)Cc2ccc(S(C)=O)cc2)s1 (stereo not drawn)
compound no.	77	78	79	80	81	82	83	84
mcGAS lum	x	-15	x	-12	-4	-4	-7	x
NPYLR7 ag	6	2	3	2	13	-2	0	1
hcGAS lum	-10	-5	3	-5	-9	-5	-4	-2

85. COC(=O)c1ccccc1C(=O)N1CCCC(N2CCN(c3ccc(F)cc3)CC2)C1 (stereo not drawn)
86. Fc1cccc(Oc2cc(C(F)(F)F)nc(SCc3c(F)cccc3F)n2)c1
compound no.	85	86
mcGAS lum	-10	-5
NPYLR7 ag	6&5	1
hcGAS lum	1&-6	-6
